# TAG inh = triacylglycerol accumulation inhibition. AID 651582. inhibition, % at 12.5 µM. actives 0.66% (n = 230,000). H9c2 cells, Nile Red lipid (TAG) fluorescence; cells loaded with 200 µM oleic acid;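 active = pattern-corrected inhibition of lipid staining of at least 50% with the nuclear-stain viability signal not falling by more than 50%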;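 also: 0% = DMSO wells and 100% = triacsin C control wells; some results filed as inactive read as strong as hits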
# TAG inh DAPI viability = second read-out of TAG inh, no call of its own (marks repeat the call); DAPI nuclei signal change (viability), lower = more cytotoxic, %;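 whole-well DAPI fluorescence read on a plate reader as a viability signal; minus 50 percent equals half of cells still viable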
# The depositor's hits bear a star.
SMILES	TAG inh	TAG inh DAPI viability
COc1cc(OC)c(C2C(C#N)=C(N)Oc3cc(C)n(CCCN4CCOCC4)c(=O)c32)cc1OC (stereo not given)	-24	-6
O=C(CN1C(=O)CSC1=O)Nc1ccccc1N1CCOCC1	-9	-3
CCN(C(=O)c1ccc(Br)cc1)c1ccccc1	3	-8
CC(C)OC(=O)Cn1nnc(-c2ccccc2)n1	-10	0
c1csc(-c2csc(-c3cccs3)n2)c1	10	12
O=C(CC1C(=O)NCCN1CC1CCCCC1)NC1(c2ccccc2)CC1 (stereo not given)	-6	-2
CC(OC(=O)c1nc(-c2ccccc2)n(-c2ccccc2)n1)C(=O)Nc1cc(Cl)cc(Cl)c1 (stereo not given)	-3	8
Cc1ccc2oc(C(=O)N(Cc3ccc(N(C)C)cc3)C3CCS(=O)(=O)C3)c(C)c2c1 (stereo not given)	-14	-10
COc1cc(-c2c(-c3ccsc3)sc3ccccc23)cc(OC)c1OC	5	-4
CCC(C)NC(=O)Cn1cnc2sc(C)cc2c1=O (stereo not given)	7	-17
NC(=O)C12CCCC(Br)(CCC1)C2	8	-4
CNC(=O)Nc1cc(C(C)(C)C)no1	8	7
Cc1cc(C)c(NC(=S)N(CCc2ccncc2)C(C)C)c(C)c1	-5	-1
COc1ccc(NC(=S)N2CCCN(Cc3cccc(Cl)c3)C2)cc1	12	2
CC[C@]12c3[nH]c4cc(-c5ccco5)ccc4c3CCN1C(=O)[C@@H](CC(=O)NCCc1ccccn1)C[C@@H]2C(=O)N1CCN(C(=O)C2CC2)CC1	-12	12
Cc1ccc(C)c(N2CCN(C(=O)CCc3nc(-c4ccccc4)no3)CC2)c1	1	-14
O=C(NN=Cc1ccccc1OC(F)F)c1ccc(NS(=O)(=O)c2cccs2)cc1	9	-14
CC(C)(C)OC(=O)N(Cc1ccccc1)Cc1cccc(OCc2cccc(NC(=O)C3CC3)c2)c1	0	10
CSCCC(NC(=O)c1ccccc1Cl)C(=O)N(C)Cc1cccs1 (stereo not given)	-5	-3
Cc1nn(Cc2ccccc2)c(Cl)c1C(=O)NCc1ccco1	-10	1
O=C(/C=C/c1ccc(Cl)cc1)N1CCN(CCN2C(=O)c3cccc4cccc(c34)C2=O)CC1	-9	5
CCCCOc1ccc(Cc2cnc(N)nc2N)cc1	-6	7
COCCN1C[C@@H](CO)O[C@@H](n2cnc3c(N4CCCC4)ncnc32)C1	11	-3
COc1ccc(C2CC(=O)C=C(NCCC(C)C)C2)cc1 (stereo not given)	-1	-7
COc1cccc2cc(-c3n[nH]c(=S)n3C)oc12	-9	6
Cc1cc(OCCCCCn2ccnc2)cc(C)c1Cl	-10	28
COc1ccc(CCNC(=O)CCNS(=O)(=O)c2cccc3nsnc23)cc1OC	-21	16
COc1cc(C2C3=C(COC3=O)Oc3cc4c(cc32)OCO4)ccc1O (stereo not given)	55*	-38*
Cc1cccc(N(CC(=O)N2CCN(C)CC2)S(=O)(=O)c2ccccc2)c1	2	-12
Cc1[nH]c(=O)c(C#N)c(C)c1CSc1ncccn1	16	-9
CC(C)[C@H](NC(=O)c1ccccc1)C(=O)OCC(=O)N1CCCCCC1	4	-12
COCCNC(=O)C1(C)CCCN(C(=O)COc2ccccc2)C1 (stereo not given)	21	-5
CCN1CCN(c2ccc(S(=O)(=O)N3CCOCC3)cc2NC(=O)/C=C/c2ccc(OC)c(OC)c2)CC1	-4	-5
COC(=O)c1cn(NC(=O)c2cccc(F)c2)c(=O)c2ccccc12	13	5
Cc1ccc(NC(=O)CCn2nnc3ccccc32)cc1	9	-10
O=c1c2ccccc2nc(SCc2ccccc2)n1CC1CCCO1 (stereo not given)	-5	10
COCCCNc1ccc([N+](=O)[O-])cc1C(=O)Nc1cccc(C)n1	5	-3
O=S1(=O)CC2SC(=S)N(c3ccccc3)C2C1 (stereo not given)	5	-4
COC(=O)c1cccc(CSc2nc3ccccc3[nH]2)c1	1	-15
CCN(CC)c1ccc(NC(=O)Cn2cc3c(n2)CCC(C)C3)c(C)c1 (stereo not given)	-6	4
O=C(O)Cc1sc(-c2cccnc2)nc1-c1ccc(Br)cc1	8	1
COc1ccc(-c2nn(-c3ccccc3)cc2/C=C/C(=O)OCC(=O)Nc2cccc(C#N)c2)cc1	11	23
COC(=O)c1cc(S(=O)(=O)NCc2ccc(F)cc2)cn1C	-2	-1
COc1ccccc1N1CCN(c2nc3ccccn3c(=O)c2C=O)CC1	-5	9
Cn1c(CC(=O)Nc2ccc(Cl)c(Cl)c2)n[nH]c1=S	1	-5
C/C(=N\NC(=O)c1cccc2ccccc12)c1ccccn1	19	-17
O=C(COC(=O)c1nc(Cl)ccc1Cl)NNC(=O)c1cccs1	0	6
COc1ccc(-c2cc(C(=O)OCC(=O)NC(C)(C)C)c3ccccc3n2)cc1	-13	9
CC(C)C[C@H](CO)N(Cc1ccccc1)S(=O)(=O)N(Cc1ccccc1)[C@@H](CO)CC(C)C	56*	-3.9*
CCn1c(SCC(=O)NC2CCCc3ccccc32)nnc1-c1cccs1 (stereo not given)	33	-11

# (further entries)
SMILES	TAG inh	TAG inh DAPI viability
Cc1nnc(SCc2cc(=O)[nH]c(=S)[nH]2)s1	-15	1
COc1ccc(C(=O)N/C(=C/c2ccc(Cl)cc2)C(=O)Nc2ccc(C(=O)O)cc2)cc1	-11	-1
CCN1C(=O)[C@H]2[C@@H](c3ccc(C(F)(F)F)cc3)N[C@]3(CCCN(Cc4ccc(OC)cc4)C3=O)[C@H]2C1=O	-7	2
CC(=O)N1CCN(C(=O)c2cc(-c3cccc4ccccc34)nc3ccccc23)CC1	-8	2
OC[C@H]1O[C@@H](c2nc(-c3nc(-c4ccc(F)cc4)no3)cs2)[C@H](O)[C@@H]1O	11	0
Cc1ccc(S(=O)(=O)N2CCOCC2)cc1NC(=O)CNCc1ccc(Cl)cc1Cl	-5	7
CCN(CC(=O)Nc1ccccc1OC)C(=O)CC1CCCC1	-6	-7
CCN(C(=O)CSc1nnc(-c2ccncc2)o1)c1ccccc1	-2	-3
Cc1ccc(C)c(S(=O)(=O)N2CCN(C(=O)c3ccc(C)s3)CC2)c1	-6	-8
CN(CC(=O)NCCc1ccc(F)cc1)CC(=O)Nc1ccc(F)c(F)c1F	2	-1
Cc1ccccc1NC(=O)CN1C(=O)N/C(=C\c2ccc(N3CCOCC3)c(F)c2)C1=O	2	0
c1cnc2ccc3c(c2c1)COCO3	-3	5
COc1ccc(/C=C(/NC(=O)c2ccccc2OC)C(=O)Nc2ccc(C(=O)O)cc2)cc1	14	8
COc1cccc(CN(C)C(=O)c2cc(-c3ccc(F)cc3)nc3ccccc23)c1	7	4
COc1cc([C@@H]2CC=C(C(=O)O)[C@H](c3ccc(C)cc3)N2S(=O)(=O)c2ccc(C)cc2)cc(OC)c1OC	1	-2
CCCc1nc(SC)[nH]c(=O)c1C	4	-7
CN(C(=O)COC(=O)c1ccccc1C(=O)N(C)c1ccccc1)c1ccccc1	-5	4
COc1ccc(NC(=O)CN(C)CC(=O)c2c(C)[nH]c3ccccc23)cc1	19	-3
CC(C)(C)C(=O)Nc1ccc(C(=O)COC(=O)C2CC2)cc1	14	-1
COc1ccc(S(=O)(=O)Nc2ccccn2)cc1	1	3
Clc1ccccc1C1CC(c2ccccc2)Nc2ncnn21 (stereo not given)	-24	0
N#C/C(=C/c1ccccc1[N+](=O)[O-])c1nnc2n1CCCCC2	14	-2
O=C(CCn1nc(-c2ccc(Cl)cc2)c2ccccc2c1=O)NN1CCOCC1	-9	5
COc1ccc(S(=O)(=O)N2CCOCC2)cc1NC(=O)CCCOc1ccccc1	19	-7
Cc1cccc(C)c1-n1cccc1/C=C1\SC(=S)N(c2cccc(C(=O)O)c2)C1=O	5	-11

# 3 compounds from above, ordered by formula weight, smallest number first.
SMILES	TAG inh	TAG inh DAPI viability
COC(=O)c1cn(NC(=O)c2cccc(F)c2)c(=O)c2ccccc12	13	5
COCCCNc1ccc([N+](=O)[O-])cc1C(=O)Nc1cccc(C)n1	5	-3
COCCN1C[C@@H](CO)O[C@@H](n2cnc3c(N4CCCC4)ncnc32)C1	11	-3

# (list continues)
SMILES	TAG inh	TAG inh DAPI viability
CCCc1cc(=O)[nH]c(SCC(=O)NCCN2C(=O)CSC2=O)n1	4	-1
Cc1ccc2c(c1)CCCN2C(=O)Nc1ccc2c(c1)OCO2	18	-19
CCCCc1ccc(NC(=S)N2CCN(C(=O)c3ccco3)CC2)cc1	3	14
COc1ccccc1CCNS(=O)(=O)c1ccc(C(=O)O)n1C	-10	5
Cc1ccc(O)c(NC(=O)c2noc(C(C)C)c2[N+](=O)[O-])c1	7	-4
Cc1ccc(N)cc1-n1c(C)ccc1C	1	-7
CCOc1ccc(/C(CCC(=O)O)=N/NC(=S)NC(C)C)cc1	3	25
Cc1ccc(C(=O)Nc2ccc(S(=O)(=O)NC3=NCCCCC3)cc2)c(C)c1	5	-6
O=C(c1cccc(Cl)c1)N1CCC(C(=O)N2CCN(Cc3ccccc3)CC2)CC1	1	4
CCCCCCC(=O)Nc1nc(C)c(-c2csc(Nc3cccc(OC)c3)n2)s1	12	6
COc1cccc(OC)c1C(=O)NCCc1ccccc1	1	-2
N#CCC(=O)N/N=C/c1ccc(Cl)cc1	-5	1
CN1C(=O)/C(=C2\SC(=S)N(CCCCCC(=O)O)C2=O)c2ccccc21	6	-3
OCCCNc1ncnc2sc(-c3ccccc3)cc12	-4	6
Cc1csc2nc(NC(=O)c3ccccc3)sc(=O)c12	-15	7
Cc1ccccc1N1C(=O)CC2(CCCC2)CC1=O	9	-2
COc1cccc(Oc2cncnc2-c2ccc(OC)cc2O)c1	-16	-12
COc1ccc(NC(=O)C[C@H]2C(=O)N(C3CCCCC3)C[C@@H]2c2ccc(OC)cc2)cc1	-7	1
Cc1c(NC(=O)C(C)OC(=O)COc2ccccc2)c(=O)n(-c2ccccc2)n1C (stereo not given)	-11	0
CCOc1ccc(NC(=O)CCNc2c(N3CCCC3)c(=O)c2=O)cc1	5	0
O=C(Nn1c(-c2ccncc2)nc2ccccc2c1=O)c1ccc([N+](=O)[O-])cc1Cl	2	-1
CCN(CC)S(=O)(=O)c1cccc(C(=O)NCC(=O)OCC(=O)NCc2ccccc2)c1	-2	5
Cc1ccc2c(Cl)cc(Cl)c(OCC(=O)N3CCOCC3)c2n1	6	4
COc1ccc(NC(=O)CSc2ccc(-c3sc(C)nc3C)nn2)cc1	2	3
Cc1cccc(-n2ncc3c(NC(C)C)ncnc32)c1	5	2

# Profiles, quoted from the list. Values in the order: TAG inh, TAG inh DAPI viability
# Shown for Cc1ccc2c(c1)CCCN2C(=O)Nc1ccc2c(c1)OCO2 → 18, -19
# Shown for CCCc1cc(=O)[nH]c(SCC(=O)NCCN2C(=O)CSC2=O)n1 → 4, -1
# Shown for Cc1ccc(C(=O)Nc2ccc(S(=O)(=O)NC3=NCCCCC3)cc2)c(C)c1 → 5, -6

# Exported with each value named: entries from further up.
Cc1ccc2c(c1)CCCN2C(=O)Nc1ccc2c(c1)OCO2
  TAG inh: 18
  TAG inh DAPI viability: -19
CCCCc1ccc(NC(=S)N2CCN(C(=O)c3ccco3)CC2)cc1
  TAG inh: 3
  TAG inh DAPI viability: 14
COc1ccccc1CCNS(=O)(=O)c1ccc(C(=O)O)n1C
  TAG inh: -10
  TAG inh DAPI viability: 5
Cc1ccc(O)c(NC(=O)c2noc(C(C)C)c2[N+](=O)[O-])c1
  TAG inh: 7
  TAG inh DAPI viability: -4

# Part of the list above, with values under each structure:
# Results follow in this order: TAG inh	TAG inh DAPI viability
> COc1ccc(-c2cc(C(=O)OCC(=O)NC(C)(C)C)c3ccccc3n2)cc1
    -13	9
> CCCCc1ccc(NC(=S)N2CCN(C(=O)c3ccco3)CC2)cc1
    3	14

# Bioassay records: PubChem, Sanford-Burnham Center for Chemical Genomics

# The list is partial. The share of hits here may be higher or lower than overall.
